CXCR6 inh: inhibitors of human CXCR6 receptor; inhibition, % at 20 µM; O00574; CHO-K1 PathHunter CXCR6 beta-arrestin, luminescence; AID 602244; 360,000 compounds, 0.36% hits; in the data active = inhibition above about 34%, passing the limit was not always enough;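 note: antagonist mode with CXCL16 agonist at 10 nM final; 0% = 10 nM CXCL16 with DMSO and 100% = unstimulated wells without agonist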
Target sequence (O00574 whole entry, looked up): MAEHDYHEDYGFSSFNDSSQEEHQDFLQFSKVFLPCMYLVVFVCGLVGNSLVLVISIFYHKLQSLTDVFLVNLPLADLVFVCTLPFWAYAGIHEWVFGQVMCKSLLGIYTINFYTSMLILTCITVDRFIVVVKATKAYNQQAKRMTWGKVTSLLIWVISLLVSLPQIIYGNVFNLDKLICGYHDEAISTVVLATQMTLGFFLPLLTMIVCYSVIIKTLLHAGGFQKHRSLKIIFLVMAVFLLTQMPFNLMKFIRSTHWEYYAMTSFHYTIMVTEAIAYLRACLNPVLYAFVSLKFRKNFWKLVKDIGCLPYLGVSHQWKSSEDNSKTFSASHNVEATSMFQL
CCR6 antagonist: CCR6 (human) receptor antagonism; 340,000 compounds, 0.49% hits; CHO-K1 CCR6 PathHunter beta-arrestin, luminescence, CCL20-stimulated; inhibition, % at 20 µM;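 active = compounds whose inhibition of the agonist-driven luminescence signal at 20 µM reaches about 50%, limit read from the data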;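 note: cells stimulated with CCL20 at 14 nM final; plate controls were DMSO with CCL20 for no effect and DMSO without agonist for full effect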
Gli-Sufu antag: blocks Gli-Sufu signaling in a luciferase reporter; Sufu-KO-LIGHT fibroblasts, Gli luciferase reporter luminescence; inhibition, % at 5 µM; 340,000 compounds, 0.74% hits; AID 588413;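 active = inhibition above about 55%, limit read from the data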;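 note: 0% = DMSO-treated cells and 100% = wells with medium but no cells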
APJ antag: antagonists of human APJ apelin receptor; P35414; CHO-K1 APJ beta-arrestin complementation, luminescence; inhibition, % at 20 µM; 330,000 compounds, 0.32% hits; AID 2521;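 active = inhibition above about 40% at 20 µM, limit read from the data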;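 note: cells challenged with 10 nM apelin-13 agonist together with compound; plate controls were apelin-13 plus DMSO wells for no effect and DMSO wells lacking apelin-13 for full effect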
UBC13 inh: blocks human UBC13 polyubiquitin chain formation | inhibition, % at 20 µM | 330,000 compounds, 0.47% hits | AID 485273 | P61088 | TR-FRET; in the data active = inhibition above about 45%, passing the limit was not always enough
Target sequence (P61088 whole entry, looked up): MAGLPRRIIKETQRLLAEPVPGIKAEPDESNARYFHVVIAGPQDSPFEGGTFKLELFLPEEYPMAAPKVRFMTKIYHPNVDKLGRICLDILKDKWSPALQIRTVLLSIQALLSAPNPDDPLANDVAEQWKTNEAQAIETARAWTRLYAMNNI
697 NFkB inh: lowers PMA/ionomycin-induced NF-kB signal in 697 B cells; 697 B-cell NF-kB luciferase reporter, 16 h; inhibition, % at 4 µM; 330,000 compounds, 0.33% hits; AID 435022; in the data active = inhibition above about 35%
EBI2 block: EBI2 (human) antagonism; EBI2 beta-arrestin recruitment, luminescence, 7a,25-OHC stimulated; P32249; 360,000 compounds, 0.81% hits; inhibition, % at 5 µM; AID 651636; in the data active = inhibition above about 38%;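 note: enzyme fragment complementation signal reports receptor beta-arrestin coupling in cells; 0% = agonist plus DMSO wells and 100% = wells without agonist; some results beyond the cut were filed as inactive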
Target sequence (P32249 whole entry, looked up, the tested form may be a part): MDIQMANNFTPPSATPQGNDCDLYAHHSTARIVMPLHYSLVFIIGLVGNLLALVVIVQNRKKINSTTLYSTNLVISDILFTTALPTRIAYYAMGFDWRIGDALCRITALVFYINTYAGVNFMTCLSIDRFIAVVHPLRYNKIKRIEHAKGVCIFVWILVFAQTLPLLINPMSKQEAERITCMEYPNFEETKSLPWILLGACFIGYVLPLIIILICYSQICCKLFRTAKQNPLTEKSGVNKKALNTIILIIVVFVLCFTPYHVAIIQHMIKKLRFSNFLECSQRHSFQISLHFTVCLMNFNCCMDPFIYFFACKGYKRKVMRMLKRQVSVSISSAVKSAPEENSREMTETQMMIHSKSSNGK
Jurkat NFkB inh: lowers PMA/ionomycin-induced NF-kB signal in Jurkat cells. PMA/ionomycin-induced NF-kB luciferase reporter, luminescence. inhibition, % at 4 µM. 330,000 compounds, 0.53% hits. AID 435003; in the data active = inhibition above about 50%
Numbers without * were called inactive; nt = not tested or not shown.

SMILES | CXCR6 inh | CCR6 antagonist | Gli-Sufu antag | APJ antag | UBC13 inh | 697 NFkB inh | EBI2 block | Jurkat NFkB inh
Cc1ccc(/C=C/S(=O)(=O)NCC(=O)OCC(=O)N2CC(=O)Nc3ccccc32)cc1 | 0 | -2 | -1 | -10 | -2 | 19 | 0 | 2
COc1cccc(-n2ccnc2SCC(=O)Nc2cc(OC)ccc2OC)c1 | 3 | 3 | 7 | 11 | -2 | -13 | 20 | -2
COC(=O)c1c(C)noc1-c1ccc(Cl)cc1 | -3 | 9 | 3 | -15 | 1 | -35 | -5 | -20
CCOc1ncccc1C(=O)NCc1ccc(OC)cc1 | -4 | 3 | 2 | 15 | -5 | -54 | 3 | 48
Cc1cc(OCC(=O)Nc2ccccc2N2CCCCC2)ccc1C(C)C | -4 | 16 | 5 | 14 | -6 | -28 | 5 | 8
CCOC(=O)c1c(C)n(C)c2ccc(OCC(O)CN(CC)CC)cc12 (stereo not drawn) | -7 | 1 | 1 | -15 | 12 | 2 | 1 | 4
S=C1NCCc2ccccc2C1c1ccccc1 (stereo not drawn) | 12 | 31 | 3 | 19 | -3 | -12 | -1 | -30
CCSc1cc(N2CCCC2)nc(-c2ccc(C)cc2)n1 | -6 | 9 | 3 | 8 | 4 | -1 | -15 | -17
COc1cc2c(CCNC(C)=O)c[nH]c2cc1O | -7 | 1 | -4 | 10 | -16 | -6 | -6 | -4
O=C(CSc1ncnc2nc[nH]c12)N1CCN(c2ccc(Cl)cc2)CC1 | -10 | -3 | 18 | 9 | 3 | -12 | -10 | 11

Filtered by structure: the compounds so far containing an aryl thioether with sulfur outside any ring.
SMILES | CXCR6 inh | CCR6 antagonist | Gli-Sufu antag | APJ antag | UBC13 inh | 697 NFkB inh | EBI2 block | Jurkat NFkB inh
COc1cccc(-n2ccnc2SCC(=O)Nc2cc(OC)ccc2OC)c1 | 3 | 3 | 7 | 11 | -2 | -13 | 20 | -2
CCSc1cc(N2CCCC2)nc(-c2ccc(C)cc2)n1 | -6 | 9 | 3 | 8 | 4 | -1 | -15 | -17
O=C(CSc1ncnc2nc[nH]c12)N1CCN(c2ccc(Cl)cc2)CC1 | -10 | -3 | 18 | 9 | 3 | -12 | -10 | 11

Following part:
SMILES | CXCR6 inh | CCR6 antagonist | Gli-Sufu antag | APJ antag | UBC13 inh | 697 NFkB inh | EBI2 block | Jurkat NFkB inh
O=C(N/N=C\c1ccc(-c2ccccc2[N+](=O)[O-])o1)C1COc2ccccc2O1 (stereo not drawn) | -2 | 7 | 4 | -37 | -32 | -8 | -8 | 3
Nc1cc(N)nc(SCC(=O)NCCC2=CCCCC2)n1 | 3 | 3 | -4 | -28 | 4 | -1 | -10 | 1
CCCCN(C(=O)Cn1nnc2ccccc21)C(C(=O)NCCOC)c1ccccc1 (stereo not drawn) | 1 | -7 | 12 | -11 | -1 | 7 | -8 | 2
COc1cc(-c2nnc(SCC(=O)OC3CCCCC3)o2)cc(OC)c1OC | 0 | 17 | 0 | -6 | 5 | 3 | 5 | -7
COc1cc(/C=N/Nc2ccc3ccccc3c2)ccc1OC(=O)c1ccco1 | -6 | 2 | -8 | 24 | -2 | 2 | -3 | -16
O=C(c1ccc2c(c1)C(=O)N(Cc1ccco1)C2O)N1CCOCC1 (stereo not drawn) | -2 | 5 | -2 | -17 | 4 | 10 | -4 | 1
O=C(Nc1nc2ccccc2[nH]1)c1ccc(OC(F)F)cc1 | -6 | 17 | -168 | 15 | 7 | -325 | 10 | -165
CCOC(=O)CNC(=O)CNC(=O)c1nn(-c2ccc(OC)c(Cl)c2)c(=O)c2ccccc12 | 7 | 9 | -8 | 9 | 0 | 10 | 2 | -3
O=C1OCc2cc(NC(=O)C3COc4ccccc4O3)ccc21 (stereo not drawn) | -5 | 3 | -9 | -24 | -1 | -8 | -7 | -18
Cc1ccccc1N1C(=O)C(Cl)=C(N2CCOCC2)C1=O | 0 | -4 | 10 | 3 | -3 | -4 | -2 | -7
Cc1cccc2nc(CSc3nc4[nH]ncc4c(=O)n3-c3cccc(Cl)c3)cc(=O)n12 | -6 | -11 | 68* | 11 | 1 | -51 | -1 | 9
COc1ccc(OCC(=O)NCCc2ccc(S(N)(=O)=O)cc2)cc1 | -1 | -5 | 12 | -15 | -14 | -15 | 11 | 11
CCN(CC)C(=O)c1c(Cl)nc(C)c([N+](=O)[O-])c1C | 7 | -1 | 6 | 12 | -14 | 3 | -18 | -3
CCCc1cc(=O)[nH]c(SCC(=O)N2CCN(S(=O)(=O)c3ccc4ccccc4c3)CC2)n1 | -7 | 8 | 3 | 4 | -9 | -29 | -14 | -17
CCOC(=O)COc1ccc(Br)cc1C1NC(=O)NC(C)=C1C(=O)NCc1ccccc1 (stereo not drawn) | 6 | -8 | 4 | -8 | 0 | -2 | -3 | -11
O=C1ON=C(c2ccccc2)/C1=C/c1ccco1 | 6 | 30 | 34 | -3 | -5 | 2 | -11 | 3
Cc1noc(C)c1COC(=O)c1ccc(S(=O)(=O)N2CCCCC2)cc1 | -5 | 10 | 1 | 7 | 3 | 6 | -5 | 10
Cc1ccc(N(CC(=O)NC2CCCCC2)C(=O)CCCC(=O)Nc2ccccn2)c(C)c1 | -3 | 19 | -17 | 13 | 1 | -11 | 9 | -13
CC(=O)c1ccccc1NC(=O)CN1C(=O)NC2(CCCCCCC2)C1=O | 1 | 1 | -23 | nt | nt | nt | 4 | nt
CCOC(=O)COc1nc2ccc(Br)cc2c(-c2ccccc2)c1C(C)=O | 10 | 15 | 10 | 17 | 1 | 13 | 23 | -7

Six entries picked at random from the list so far:
SMILES | CXCR6 inh | CCR6 antagonist | Gli-Sufu antag | APJ antag | UBC13 inh | 697 NFkB inh | EBI2 block | Jurkat NFkB inh
O=C1OCc2cc(NC(=O)C3COc4ccccc4O3)ccc21 (stereo not drawn) | -5 | 3 | -9 | -24 | -1 | -8 | -7 | -18
Cc1cc(OCC(=O)Nc2ccccc2N2CCCCC2)ccc1C(C)C | -4 | 16 | 5 | 14 | -6 | -28 | 5 | 8
Cc1ccccc1N1C(=O)C(Cl)=C(N2CCOCC2)C1=O | 0 | -4 | 10 | 3 | -3 | -4 | -2 | -7
Cc1cccc2nc(CSc3nc4[nH]ncc4c(=O)n3-c3cccc(Cl)c3)cc(=O)n12 | -6 | -11 | 68* | 11 | 1 | -51 | -1 | 9
Cc1noc(C)c1COC(=O)c1ccc(S(=O)(=O)N2CCCCC2)cc1 | -5 | 10 | 1 | 7 | 3 | 6 | -5 | 10
O=C(c1ccc2c(c1)C(=O)N(Cc1ccco1)C2O)N1CCOCC1 (stereo not drawn) | -2 | 5 | -2 | -17 | 4 | 10 | -4 | 1

(listing goes on)
SMILES | CXCR6 inh | CCR6 antagonist | Gli-Sufu antag | APJ antag | UBC13 inh | 697 NFkB inh | EBI2 block | Jurkat NFkB inh
COC(=O)c1nc(C(=O)OC)c(C(=O)OC)nc1C(=O)OC | 7 | -24 | 3 | 0 | -1 | -9 | -2 | 6
Cc1ccc(C)c(NC(=S)NCCc2c[nH]c3ccccc23)c1 | -2 | 13 | 3 | -12 | -2 | -13 | 20 | 5
Cc1ccccc1OCCn1c(=O)oc2ccccc21 | 5 | -2 | -15 | 0 | 14 | -11 | 8 | -3
CC1=NN(c2ccc(Br)cc2)C(=O)/C1=C/c1ccc(-c2ccccc2C(=O)O)o1 | 25 | 30 | nt | 1 | -35 | 3 | 14 | 0
COc1ccc2c(C)cc(SCC(=O)N(C)C3CCS(=O)(=O)C3)nc2c1 (stereo not drawn) | -3 | 5 | 6 | -11 | -14 | -7 | -5 | -9
CN(CC(=O)Nc1ncn[nH]1)S(=O)(=O)c1cc(Cl)ccc1Cl | -15 | 7 | -2 | -2 | 5 | -3 | -11 | 10
CCCSc1nnc2c(n1)OC(c1cccn1C)N(C(C)=O)c1ccccc1-2 (stereo not drawn) | 1 | -12 | -3 | 5 | 0 | 21 | -1 | -1
CCN(CC)S(=O)(=O)c1ccc(N2CCOCC2)c(NC(=O)c2ccc(F)cc2)c1 | 3 | 10 | -3 | 3 | 1 | 17 | 2 | -8
O=C(c1cccc([N+](=O)[O-])c1)N1CC2C3C=CC(C3)C2C1 (stereo not drawn) | -2 | 15 | -8 | -26 | 6 | 2 | -8 | -6
CN(C)S(=O)(=O)c1cccc(COC(=O)Cc2c(F)cccc2Cl)c1 | -4 | 16 | -7 | 13 | -2 | -9 | 11 | -4
CCOc1ccc(NC(=S)N(C)C)cc1 | -1 | 2 | 9 | 6 | 15 | 4 | 36 | 1
Cc1ccc(C(=O)NCCc2ccncc2)cc1 | -7 | -1 | -34 | 11 | 4 | -20 | -1 | -55
CCC(=O)N1CCc2cc(S(=O)(=O)CCC(=O)NC(C)CC)ccc21 (stereo not drawn) | 0 | -17 | -5 | 12 | -22 | -8 | -3 | -10
CCOC(=O)C1CCN(C(=O)C2CCCN(S(=O)(=O)c3ccc(OC)c(Cl)c3)C2)CC1 (stereo not drawn) | -13 | 16 | 34 | 6 | 2 | -45 | 1 | 9
CCOC(=O)CCC(=O)Nc1ccc(S(=O)(=O)N2CCCCC2)cc1 | 2 | 10 | -23 | 12 | -4 | -14 | 5 | -8
O=C(C1=C[C@H](c2ccc(Br)cc2)C[C@H](OCCCCO)O1)N1CCOCC1 | 25 | 19 | 5 | 11 | 1 | 16 | 3 | -1
CN(C)CCCNCC(=O)Nc1ccccc1N1CCOCC1 | -11 | 1 | 3 | -10 | -4 | -54 | -4 | -3
CCOc1ccc(NC(=O)C2CCCN(c3cnccn3)C2)cc1 (stereo not drawn) | 4 | 1 | -13 | 15 | -7 | -54 | -1 | -5
Cc1ccc(C)c(NC(NC(=O)c2ccccn2)C(Cl)(Cl)Cl)c1 (stereo not drawn) | -3 | 8 | -1 | -14 | -9 | -20 | 2 | -22
CC(=O)Nc1ccc(S(=O)(=O)NC2(C(F)(F)F)C(=O)Nc3c2c(=O)[nH]c(=O)n3Cc2ccccc2)cc1 (stereo not drawn) | 4 | -7 | -5 | -2 | -11 | 4 | -3 | -2
CN(CC(=O)NCc1ccccc1)S(=O)(=O)c1cnc[nH]1 | 0 | -3 | 3 | 18 | -5 | 4 | -3 | 7
O=C(Cc1ccc(Br)cc1)OCC(=O)c1ccc2c(c1)OCCO2 | -8 | -3 | -10 | -6 | 3 | -12 | 7 | -8
CN(C)CCCNC(=O)C(=O)NCC1CCCO1 (stereo not drawn) | 3 | 1 | 2 | 5 | -14 | 15 | 0 | -11
O=C(O)c1ccc(CSc2nnc(-c3ccccc3Cl)n2-c2ccccc2)cc1 | 2 | 16 | 14 | -10 | -4 | -2 | -14 | -10
Cc1cc(CNC(=O)c2cccc3c2C(=O)c2ccc(-c4ccc(F)cc4OCc4ccccc4)cc2S3(=O)=O)c(C(F)(F)F)o1 | 0 | 11 | 12 | -9 | -28 | -9 | 2 | 31
O=C(OCc1c(-c2ccccc2)ncc2ccccc12)c1cccc(Br)c1 | 0 | 18 | 5 | 15 | 9 | 8 | -33 | 14
Cc1ccccc1NC(=O)c1ccccc1N(C)S(=O)(=O)c1ccccc1 | 0 | 2 | 3 | 15 | 3 | 15 | 7 | 18
CC(=O)c1ccc2noc(-c3ccccc3)c2c1 | -2 | 7 | -2 | -9 | -6 | -5 | -5 | -11

Among those listed so far, these have a CF3 group:
SMILES | CXCR6 inh | CCR6 antagonist | Gli-Sufu antag | APJ antag | UBC13 inh | 697 NFkB inh | EBI2 block | Jurkat NFkB inh
CC(=O)Nc1ccc(S(=O)(=O)NC2(C(F)(F)F)C(=O)Nc3c2c(=O)[nH]c(=O)n3Cc2ccccc2)cc1 (stereo not drawn) | 4 | -7 | -5 | -2 | -11 | 4 | -3 | -2
Cc1cc(CNC(=O)c2cccc3c2C(=O)c2ccc(-c4ccc(F)cc4OCc4ccccc4)cc2S3(=O)=O)c(C(F)(F)F)o1 | 0 | 11 | 12 | -9 | -28 | -9 | 2 | 31

Compound activity (PubChem)
